Cardiac RTF inh = cardiac RTF calcium desensitization; AID 493244; IANBD-labeled cardiac RTF, Ca2+ fluorescence; 0.12% of 340,000 active; inhibition, % at 7.15 µM;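 active = inhibition above the mean inhibition of all tested compounds plus 3 SD, cut at about 17% in these data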;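 note: assay run at fixed EC70 calcium of 1.6 mM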
Keap1-Nrf2 PPI = Keap1-Nrf2 (human) interaction inhibition. Q14145. Keap1 Kelch-Nrf2 peptide fluorescence polarization, 1536-well. inhibition, % at 9.4 µM. 0.15% of 340,000 active. AID 504523; in the data active = inhibition above about 12%;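 note: human Keap1 Kelch domain with fluorescein labeled Nrf2 9mer peptide probe; 0% = neutral control wells and 100% = peptide positive control; higher means more block of Keap1 binding to Nrf2 peptide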
DAGLB inhibitor = blocks human DAGLB lipase activity. Q8NCG7. HEK293T DAGLB membrane lysate, EnzChek fluorogenic substrate. inhibition, % at 5.17 µM. 0.059% of 340,000 active. AID 504411; in the data active = inhibition above about 34%;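 note: 0% = enzyme with vehicle and 100% = wells lacking enzyme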
CAL PDZ FP-1 = inhibitors of human CAL PDZ peptide binding; Q9HD26; purified CAL PDZ, TMR-peptide fluorescence polarization, 1 h; inhibition, % at 24.9 µM; 0.92% of 300,000 active; AID 602252;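 active = mean inhibition of at least 30% with at least half of replicates also reaching 30%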;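 note: 0% = DMSO neutral control and 100% = excess unlabeled competitor peptide PRC23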
CAL PDZ FP-2 = inhibitors of human CAL PDZ peptide binding | purified CAL PDZ, TMR-peptide fluorescence polarization, 1 h | inhibition, % at 20 µM | 0.02% of 330,000 active | AID 504414;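 active = highest replicate inhibition of at least 40%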;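 note: plate controls were DMSO neutral control wells for no effect and unlabeled competitor peptide control wells for full effect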
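Material: tagged CAL PDZ domain; buffer or medium: 25 mM sodium phosphate pH 7.4, 150 mM NaCl, TCEP, IgG, Thesit; compound dosing: single point, 20 µM; schedule: 1 h incubation at room temperature before polarization reading; measured by: FP readout, S and P plane fluorescence; read-out basis: percent inhibition from loss of millipolarization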
Pemphigus Ab inh = inhibitors of pemphigus antibody binding to human desmoglein-3 | AID 588358 | binding (percent of control), % at 10 µM | 0.48% of 310,000 active | DSG3-coupled beads, scFv-anti-DSG3-GFP binding, flow cytometry; hits give low values | P32926;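 active = binding more than 3 SD below its plate's average and above zero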;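 note: hits lower antibody fragment binding to DSG3; some compounds called inactive have numbers as strong as hits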
NSD2 HMT inh = inhibitors of human histone methyltransferase NSD2; 0.54% of 310,000 active; NSD2 peptide methylation, AlphaScreen, 120 min; inhibition, % at 12.5 µM; AID 743445; in the data active = inhibition above about 50%
Target sequence (O96028 whole entry, looked up): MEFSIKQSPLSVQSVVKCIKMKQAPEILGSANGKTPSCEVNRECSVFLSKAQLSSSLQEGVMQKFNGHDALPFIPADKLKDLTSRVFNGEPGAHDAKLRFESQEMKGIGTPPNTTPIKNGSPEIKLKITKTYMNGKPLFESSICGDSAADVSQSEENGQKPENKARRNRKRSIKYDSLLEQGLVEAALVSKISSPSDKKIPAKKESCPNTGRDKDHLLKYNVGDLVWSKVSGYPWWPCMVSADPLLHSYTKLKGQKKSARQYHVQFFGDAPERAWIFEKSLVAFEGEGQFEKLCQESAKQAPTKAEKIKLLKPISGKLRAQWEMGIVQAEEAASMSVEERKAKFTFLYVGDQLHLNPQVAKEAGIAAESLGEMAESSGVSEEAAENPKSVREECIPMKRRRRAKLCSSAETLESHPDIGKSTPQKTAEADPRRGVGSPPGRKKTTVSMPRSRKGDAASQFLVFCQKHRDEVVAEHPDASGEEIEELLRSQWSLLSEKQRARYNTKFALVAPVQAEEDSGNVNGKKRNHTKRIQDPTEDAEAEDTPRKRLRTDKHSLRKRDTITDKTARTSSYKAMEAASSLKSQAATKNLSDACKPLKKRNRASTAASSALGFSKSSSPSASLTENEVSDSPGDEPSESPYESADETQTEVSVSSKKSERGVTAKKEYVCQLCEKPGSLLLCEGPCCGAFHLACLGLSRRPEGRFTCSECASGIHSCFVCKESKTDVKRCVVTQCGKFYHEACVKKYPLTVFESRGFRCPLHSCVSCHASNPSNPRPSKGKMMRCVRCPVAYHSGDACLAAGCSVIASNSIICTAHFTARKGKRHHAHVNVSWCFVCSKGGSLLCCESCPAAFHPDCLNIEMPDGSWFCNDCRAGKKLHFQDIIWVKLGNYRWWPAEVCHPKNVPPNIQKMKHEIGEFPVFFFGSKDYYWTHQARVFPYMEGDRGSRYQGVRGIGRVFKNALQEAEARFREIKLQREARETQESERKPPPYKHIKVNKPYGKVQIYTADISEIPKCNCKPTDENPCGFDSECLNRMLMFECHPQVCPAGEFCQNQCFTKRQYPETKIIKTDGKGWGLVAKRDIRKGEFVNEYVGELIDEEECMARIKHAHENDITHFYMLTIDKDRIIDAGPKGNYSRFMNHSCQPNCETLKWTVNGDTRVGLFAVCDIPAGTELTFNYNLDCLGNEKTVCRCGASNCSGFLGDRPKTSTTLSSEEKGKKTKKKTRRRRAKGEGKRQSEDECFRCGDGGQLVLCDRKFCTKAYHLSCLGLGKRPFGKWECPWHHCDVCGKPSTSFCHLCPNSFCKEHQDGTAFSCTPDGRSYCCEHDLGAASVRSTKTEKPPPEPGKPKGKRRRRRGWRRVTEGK
Arrestin-AP2 inh = blocks beta-arrestin peptide binding to AP2 adaptin | 0.31% of 340,000 active | inhibition, % at 10 µM | FITC-arrestin peptide / GST-AP2 beads, flow cytometry; AP2 beta2 appendage carries R879A mutation;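 active = inhibition above a set limit, near 3 SD of compounds lacking own fluorescence, cut at about 54% in these data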;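 note: plate controls were DMSO wells for no effect and 5 µM unlabelled arrestin peptide for full effect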
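Assay system: GST-AP2 R879A bound to glutathione beads, E. coli-expressed; Medium: PBS with 0.05% Tween 20 and 0.1% BSA; Also added: fluorescein-tagged arrestin peptide at 50 nM final; Timing: 12 min plus 1 h, RT; Measured by: flow cytometry, FL1 (488/535 nm); Evaluation: percent drop in bead-associated FITC signal.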
C-LANA FP = KSHV C-LANA DNA binding inhibition | 0.078% of 340,000 active | inhibition, % at 9 µM | MBP-C-LANA/FAM-LBS DNA binding, fluorescence polarization;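 active = highest replicate inhibition at or above 60% at 9 µM, even if other replicates fall short; inactive = all replicates below 60% inhibition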;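 note: 0% = neutral control wells and 100% = 4 µM acridine orange control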
V-ATPase pH = yeast V-ATPase proton transport regulation by pHLuorin. S. cerevisiae, pHLuorin cytosolic pH fluorescence. response, % at 10 µM. 0.37% of 350,000 active. AID 504577; in the data active = response mostly above about 7.3%, no sharp cut-off; inactive = mostly below about 5.4%; note: actives read high; inactives centre near 0; some compounds called inactive have numbers as strong as hits; reference of the scale not given here
* = called active by the depositor; x = not tested or not shown. Some of the compounds tested, so the mix of outcomes need not match the whole.

SMILES	Cardiac RTF inh	Keap1-Nrf2 PPI	DAGLB inhibitor	CAL PDZ FP-1	CAL PDZ FP-2	Pemphigus Ab inh	NSD2 HMT inh	Arrestin-AP2 inh	C-LANA FP	V-ATPase pH
COc1cccc(C(=O)C2CCCN(Cc3c(C)n(C)n(-c4ccccc4)c3=O)C2)c1 (configuration not stated)	-1	-6	0	x	-0.3	99	2	10	-0.6	1
CC(C)Oc1ccccc1-c1nc(SCC(=O)O)n[nH]1	1	-3	5	2	x	98	-3	-6	-0.4	-3
c1ccc(C2=Nn3c(nnc3-c3ccncc3)SC2)cc1	-5	-1	-1	-4	-5.6	109	-4	-5	-0.7	-1
CC(C)CNC(=O)c1ccccc1NC(=O)CSCc1ccccc1	-1	-4	-2	4	-0.8	101	1	-8	0.3	-2
CC(C)Cc1nc(SCC(=O)N2CCCC2)c2c(=O)n(C)c(=O)n(C)c2n1	6	-3	0	x	-0.3	112	0	-4	-0.8	0
COc1ccc(NC(=O)CNC(=O)Cn2c(C)cc3ccccc3c2=O)cc1OC	12	0	0	-4	-1.3	116	-5	-12	-0.1	0
Cc1cc(C(=O)CSc2nnc(-c3ccccc3)n2Cc2ccc3c(c2)OCO3)c(C)n1C	-9	-4	-2	-1	-1.3	x	-5	-7	-0.9	3
CCOc1nnc(C)c2c(C)n(-c3ccc(Cl)cc3)nc12	2	0	-2	-2	-1.2	95	-1	6	1.3	0
Cc1cc(=O)[nH]c(N/N=C/C=C/c2ccccc2)n1	-2	1	4	-2	-2.9	97	-6	7	0.4	-1
C=C1C(=O)O[C@@H]2[C@H]1[C@@H](OC(=O)/C(C)=C/C)C/C(C)=C\C(=O)/C=C(\C)[C@@H]2O	-4	-89	1	-1	-0.9	106	x	-4	0.0	3

Laid out differently: results already given.
Order of values: Cardiac RTF inh | Keap1-Nrf2 PPI | DAGLB inhibitor | CAL PDZ FP-1 | CAL PDZ FP-2 | Pemphigus Ab inh | NSD2 HMT inh | Arrestin-AP2 inh | C-LANA FP | V-ATPase pH
Cc1cc(C(=O)CSc2nnc(-c3ccccc3)n2Cc2ccc3c(c2)OCO3)c(C)n1C
 : -9 | -4 | -2 | -1 | -1.3 | x | -5 | -7 | -0.9 | 3
CCOc1nnc(C)c2c(C)n(-c3ccc(Cl)cc3)nc12
 : 2 | 0 | -2 | -2 | -1.2 | 95 | -1 | 6 | 1.3 | 0
Cc1cc(=O)[nH]c(N/N=C/C=C/c2ccccc2)n1
 : -2 | 1 | 4 | -2 | -2.9 | 97 | -6 | 7 | 0.4 | -1
C=C1C(=O)O[C@@H]2[C@H]1[C@@H](OC(=O)/C(C)=C/C)C/C(C)=C\C(=O)/C=C(\C)[C@@H]2O
 : -4 | -89 | 1 | -1 | -0.9 | 106 | x | -4 | 0.0 | 3

(further entries)
SMILES	Cardiac RTF inh	Keap1-Nrf2 PPI	DAGLB inhibitor	CAL PDZ FP-1	CAL PDZ FP-2	Pemphigus Ab inh	NSD2 HMT inh	Arrestin-AP2 inh	C-LANA FP	V-ATPase pH
CCOC(=O)Cc1nnc2c(Nc3ccc(C)cc3)nc3nonc3n12	6	-10	0	-5	-3.2	107	1	1	-0.8	6
Cc1nn(-c2ccccc2)c(C)c1-c1nnc(-c2c(C)nn(-c3ccccc3)c2C)o1	4	5	-3	-4	-1.8	x	-1	-4	x	-2
COc1ccc(NC(=S)NCCCN2CCOCC2)cc1	-8	-11	-2	-5	0.1	111	-2	2	0.7	2
COc1ccc2nc(NC(=O)C3CCCN(S(=O)(=O)c4cccc5nsnc45)C3)sc2c1 (configuration not stated)	-9	-8	6	-1	-2.8	99	-6	4	-1.8	1
COc1cc(OC)cc(C(=O)NNC(=O)CCOc2ccccc2OC)c1	-13	6	-5	4	-0.9	x	-3	-3	-0.5	0
O=C(Nc1ccc(Cl)c(-c2nc3ccccc3[nH]2)c1)c1ccc2c(c1)OCO2	-4	0	0	0	0.1	112	-1	3	-0.6	-1
COc1ccc(CCNS(=O)(=O)c2ccc3oc(C(=O)O)c(C)c3c2)cc1OC	0	-4	-1	x	-0.2	94	9	10	-0.6	-5
CN1CCN(C(=O)c2ccc(Cl)c(S(=O)(=O)N3CCCCCC3)c2)CC1	2	0	2	-12	16	107	-1	-19	2.7	-1
O=C(COc1ccccc1Cl)Nc1ccccc1C(=O)N1CCOCC1	-1	-2	1	-3	-2.9	121	-4	28	0.7	-1
CCOc1ccc(OCCNC(=O)c2ccc3c(c2)nnn3CC)cc1	4	-1	-3	x	-0.2	107	-2	16	2.7	5
Cc1nc2ncnn2c(C)c1CCC(=O)N1CCCCC1	12	3	1	-1	-2.4	104	-1	1	3.0	-1
NC(=O)/C(=C/c1ccco1)NC(=O)c1ccc(Br)o1	-9	-3	-1	-1	-1.9	70	0	4	0.1	3
Cc1ccc(CNC(=O)C(c2ccccc2)c2ccccc2)cc1	-3	4	-7	94*	-0.4	103	1	4	-0.9	-2
Cc1cc(OCC(=O)NCCCN2CCOCC2)c2c(C)c(C)c(=O)oc2c1	-2	-3	-1	-1	-0.2	100	-3	20	-1.0	0
CC(Sc1nnnn1-c1ccc(O)cc1)c1nc2ccccc2c(=O)[nH]1 (configuration not stated)	0	1	0	-2	-3.1	96	-2	28	1.9	2
CC(=O)N1CCc2cc(S(=O)(=O)N3CCCCCC3)ccc21	1	-2	4	4	-0.6	107	1	-4	1.1	-2
O=C(O)c1nn(CC(=O)N2CCN(c3ncc(C(F)(F)F)cc3Cl)CC2)c(=O)c2ccccc12	-6	-6	-1	-10	-0.4	104	1	15	-0.3	-2
CC(C)C[C@@H](CN)NC(=O)c1nc[nH]c1C(=O)N[C@@H](CC(C)C)C(=O)CNC[C@H](C)NC(=O)c1nc[nH]c1C(=O)N[C@@H](C)C(=O)O	-3	-1	0	-4	1.9	106	x	-10	-0.7	-1
Fc1cccc(CCN2CCNC[C@@H]2Cc2ccccc2)c1	10	-2	1	0	-1.5	107	x	-2	0.1	4
COc1ccc(Cc2ccc(OC)c(N)c2)cc1N	-8	0	1	0	-1.8	128	5	-17	0.8	-1
Cc1ccc(C)c(OCCCN2CCNCC2)c1	-5	-1	-2	-1	0.6	100	0	0	1.3	-2
CCCN1Cc2cccc(C(=O)Nc3ccc(OC)c(OC)c3)c2C1=O	-3	-1	1	-3	-2.7	98	10	5	0.0	-3
CC(=O)Nc1ccc(/C(C)=N/NC(=O)c2ccc(CN3CCOCC3)cc2)cc1	-1	0	2	-1	-0.4	98	-6	8	-2.2	0
O=C(Nc1ccccc1Cl)C1C2CCCCC21 (configuration not stated)	-4	0	-3	-5	0.0	108	-2	14	2.6	6
COCCNS(=O)(=O)c1ccc(C2CNC(=O)C2)cc1 (configuration not stated)	-3	-5	-1	1	-0.6	109	x	0	1.0	2
COc1ccc(CCNC(=O)CSc2nc3ccccc3o2)cc1OC	-1	3	-1	0	-0.7	101	0	-2	-1.3	-2
Cc1ccc(C(=O)NCC(=O)OCC(=O)Nc2ccc(Cl)cn2)cc1	-11	2	-1	-2	0.7	x	-4	5	-1.4	-5
CC1(C)CC(NC(=O)N2c3ccccc3Sc3ccccc32)CC(C)(C)N1	-3	-3	2	-2	-2.2	111	0	26	-0.2	1
COC(CNC(=O)c1ccc(-n2c(=S)[nH]c3ccccc3c2=O)cc1)OC	-8	1	-2	1	0.3	106	-4	9	1.5	-1
O=C(C/C=N/OCc1ccc(Cl)cc1Cl)c1ccccc1	1	-4	-4	-4	-2.7	97	-2	-3	0.0	-6
COc1ccc([N+](=O)[O-])cc1NC(=O)CSc1ccccc1	-1	-2	-1	-1	-3.3	x	4	6	0.5	2
COc1ccc(NS(=O)(=O)c2cc(C)ccc2OC)cc1OC	3	-6	1	-5	-0.8	x	-4	-5	0.6	0
Cc1c(Cl)cccc1NC(=S)N1CCC(N(C)CC2CCCO2)CC1 (configuration not stated)	-5	-1	0	-1	-2.7	93	-2	30	1.6	0
CCN(CC(=O)Nc1c(F)cccc1F)C(=O)c1ccc2c(c1)S(=O)(=O)N=C1CCCCCN12	-4	4	-3	-4	-1.2	110	0	-7	1.3	1
Cc1cc(C(=O)Nc2cc(C)n(Cc3ccc(Cl)cc3)n2)no1	-3	-1	-5	-1	-1.4	103	-6	-1	0.1	-1
Nc1ccc2c(c1)sc1ccccc12	12	-3	5	-2	-1.4	95	12	1	-0.1	0
COc1cc(C(C(=O)NC2CCCCC2)N(CCN2CCOCC2)C(=O)C2COc3ccccc3O2)cc(OC)c1OC (configuration not stated)	-12	-3	2	1	-6.7	99	4	-12	-0.7	2
N#Cc1cn(Cc2ccco2)c(=O)[nH]c1=O	1	-2	0	1	-0.2	96	0	-3	-2.5	-5
CCCS(=O)(=O)N1CCCC(C(=O)NCCCN2CCN(c3ccc(F)cc3)CC2)C1 (configuration not stated)	-5	-1	1	-6	0.3	105	-1	8	0.0	8
COc1ccc2c(C)nc(Nc3nc(C)c(C)c(=O)[nH]3)nc2c1	1	4	1	-4	-2.3	96	2	-3	1.2	0
CNS(=O)(=O)c1cccc(C(=O)NCC(c2ccco2)N(C)C)c1 (configuration not stated)	10	0	-2	3	-0.8	105	1	30	-1.8	-2
O=C(c1ccco1)N1N=C(C2CCCCC2)CC1(O)C(F)(F)F (configuration not stated)	0	-3	-3	-4	x	107	1	1	-0.3	1
Cc1cc(C(=O)O)ccc1-c1ccc(/C=N/n2cnnc2)o1	-3	-1	-1	-3	1.0	100	0	-2	-0.5	-1
Cc1ccc(S(=O)(=O)N2CC(C(=O)O)Oc3ccccc32)cc1 (configuration not stated)	-4	0	-1	8	-0.6	101	-4	2	-1.3	4
COc1ccc(NC(=O)C2CCN(S(=O)(=O)c3ccc4[nH]c(=O)oc4c3)CC2)c(OC)c1	-3	-5	4	0	-0.5	98	-1	-11	0.7	-1
CC1CCCN(S(=O)(=O)c2ccc(C(=O)Nc3sc4c(c3C(N)=O)CCN(C)C4)cc2)C1 (configuration not stated)	-8	-3	-7	1	-2.7	112	1	8	-0.1	-7
COc1ccc(C(=O)CSc2nnc(CNc3ccc(F)cc3)o2)cc1	-2	-3	-1	-4	-1.7	99	-1	35	0.2	-1
O=C(O)c1ccc(Nc2ccc([N+](=O)[O-])c3nonc23)cc1	10	-4	8	-3	-0.1	94	3	36	-2.4	0
CC(=O)Nc1sc(N/N=C/c2ccc(N(C)C)cc2)nc1-c1ccc(C)cc1	x	x	x	x	x	107	0	-2	x	1
CCC(C)NC(=S)NNC(=O)c1ccc(C(C)(C)C)cc1 (configuration not stated)	7	3	3	0	-0.1	110	x	-8	-0.4	-2
Cc1[nH]nc2ncc(C(=O)c3ccccc3O)cc12	-2	-2	1	-1	-1.5	x	7	1	-1.1	0
CC(=O)Nc1ccc(S(=O)(=O)Nc2cccc(-c3ccc4nncn4n3)c2)cc1	3	-1	-1	0	-1.7	89	-7	21	-1.1	-3
COc1cc(CC(NC(C)=O)C(=O)NC2CCN(C(=O)C3CC3)CC2)cc(OC)c1 (configuration not stated)	-18	-4	-1	-2	-1.7	104	x	12	-0.4	3

Compound activity as filed in PubChem BioAssay.
